Screens as filed in PubChem.
CHOP UPR activ: activators of apoptotic CHOP UPR arm, primary screen, cell-based, CHO-CHOP luciferase reporter, luminescence, uHTS; UPR activation; percent of tunicamycin response over DMSO baseline; activation, % at 10 µM; actives 0.34% (n = 330,000);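 active = at 10 µM dose, activation of 40% or more, normalized to positive control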;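 also: 100% = tunicamycin at 10 µg/mL and 0% = DMSO alone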
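System: CHO-CHOP luciferase reporter cell line; amount: 500 cells/well; buffer or medium: F12 medium containing 10% fetal bovine serum; incubation: 6 h compound exposure at 37 °C after overnight seeding; measured by: luciferase luminescence after 10 min with Steady-Glo reagent; evaluation: % reporter activation, DMSO baseline versus tunicamycin full activation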
tim23-1 inh: growth inhibitors of tim23-1 mutant yeast, primary screen, luminescence, uHTS; inhibition, % at 20 µM; S. cerevisiae tim23-1 growth, BacTiter-Glo luminescence, 24 h; actives 1.3% (n = 330,000);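 active = growth inhibition of the mutant yeast at or above 50%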;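 also: temperature-sensitive mutant grown at 25 °C; plate controls were DMSO-treated mutant yeast for no effect and medium wells lacking yeast for full effect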
TIM10 inh: growth inhibitors of isogenic TIM10 control yeast, primary screen, counter-screen for tim10-1 yeast inhibitor project, luminescence, uHTS. S. cerevisiae TIM10 strain growth, BacTiter-Glo luminescence, 24 h. inhibition, % at 10 µM. actives 1.4% (n = 330,000);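 active = inhibition of 40% or more at the single tested concentration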;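 also: wild-type TIM10 isogenic control strain grown at permissive 25 °C; 0% = DMSO yeast wells and 100% = minimal medium wells without yeast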
UPR XBP1 act: activators of adaptive XBP1 UPR arm, primary screen, cell-based, CHO-XBP1 luciferase reporter, luminescence, uHTS; IRE1-XBP1 UPR activation; percent of tunicamycin response, DMSO as zero; actives 0.33% (n = 330,000); activation, % at 20 µM;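 active = versus positive control, 20 µM dose yields 30% or more activation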;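 also: 100% = tunicamycin at 10 µg/mL and 0% = DMSO only wells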
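Assay system: CHO-XBP1 luciferase reporter cells; Schedule: 6 h treatment, 37 °C; Detection: glow luminescence from Steady-Glo reagent; Benchmarks: high control tunicamycin 10 µg/mL final, low control DMSO vehicle only.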
tim10-1 inh: growth inhibitors of tim10-1 mutant yeast, primary screen, luminescence, uHTS. inhibition, % at 20 µM. S. cerevisiae tim10-1 ts strain growth, BacTiter-Glo, 24 h. actives 2.2% (n = 330,000). AID 463190, 2010;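 active = inhibition of at least 40%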;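 also: mutant grown at 25 °C; 0% = DMSO wells with yeast and 100% = wells holding no yeast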
CXCR6 inh: CXCR6 receptor inhibitors, primary screen, cell-based, beta-arrestin, luminescence, CHO-K1 PathHunter, 1536-well. inhibition, % at 20 µM. actives 0.36% (n = 360,000). AID 602244, 2012; in the data active = inhibition above about 34%, passing the limit was not always enough;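 also: antagonist mode with CXCL16 agonist at 10 nM final; 0% = 10 nM CXCL16 with DMSO and 100% = unstimulated wells without agonist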
Target sequence (O00574 whole entry, looked up): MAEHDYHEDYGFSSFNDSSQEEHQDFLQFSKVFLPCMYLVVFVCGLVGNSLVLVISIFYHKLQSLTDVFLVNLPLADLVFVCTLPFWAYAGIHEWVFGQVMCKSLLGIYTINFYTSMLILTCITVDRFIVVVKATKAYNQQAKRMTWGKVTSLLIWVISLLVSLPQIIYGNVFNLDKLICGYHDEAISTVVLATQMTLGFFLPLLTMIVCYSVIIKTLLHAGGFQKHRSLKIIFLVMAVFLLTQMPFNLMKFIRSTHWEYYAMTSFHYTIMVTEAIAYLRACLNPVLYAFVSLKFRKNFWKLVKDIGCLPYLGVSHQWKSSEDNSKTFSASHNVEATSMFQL
APJ antagonist: antagonists of human apelin receptor APJ, primary screen, CHO-K1 cells, beta-arrestin complementation, luminescence. AID 2521, 2010. inhibition, % at 20 µM. actives 0.32% (n = 330,000);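 active = inhibition above about 40% at 20 µM, limit read from the data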;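 also: cells challenged with 10 nM apelin-13 agonist together with compound; plate controls were apelin-13 plus DMSO wells for no effect and DMSO wells lacking apelin-13 for full effect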
Target sequence (P35414 whole entry, looked up): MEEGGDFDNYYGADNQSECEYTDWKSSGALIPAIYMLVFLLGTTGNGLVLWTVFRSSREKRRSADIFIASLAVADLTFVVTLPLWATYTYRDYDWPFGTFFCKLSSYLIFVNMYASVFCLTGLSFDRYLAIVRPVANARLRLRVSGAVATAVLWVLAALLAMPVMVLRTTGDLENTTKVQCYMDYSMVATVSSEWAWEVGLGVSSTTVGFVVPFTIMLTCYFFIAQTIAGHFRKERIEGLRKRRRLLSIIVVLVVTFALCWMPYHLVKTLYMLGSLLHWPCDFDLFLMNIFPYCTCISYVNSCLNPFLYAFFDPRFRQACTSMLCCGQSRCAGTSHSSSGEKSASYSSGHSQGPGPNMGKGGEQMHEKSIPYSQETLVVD
Mdm2-MdmX inh: inhibitors of human Mdm2-MdmX association, primary screen, cell-based, luminescence, split luciferase, SaOS-2, uHTS. SaOS-2 split-luciferase Mdm2/MdmX complementation. inhibition, % at 8 µM. actives 3% (n = 330,000). AID 485346, 2010. Protein Mdm4 (Homo sapiens) + E3 ubiquitin-protein ligase Mdm2 (Homo sapiens), …;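 active = inhibition of at least 50% at 8 µM in the primary screen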
APJ agonist: agonists of human apelin receptor APJ, primary screen, CHO-K1 cells, PathHunter beta-arrestin, luminescence. AID 2520, 2010. activation, % at 20 µM. 0% DMSO wells, 100% apelin. P35414. actives 0.11% (n = 330,000);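 active = activation more than six SD over the plate average, tested at 20 µM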;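 also: 0% = DMSO alone and 100% = apelin-13 at 10 nM; some results filed as inactive read as strong as hits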
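Incubation: overnight seeding, 90 min compound at 25 °C, 1 h detection; test system: PathHunter CHO-K1 APJ (AGTRL-1) beta-arrestin reporter cells; amount: 1000 cells/well; doses: one dose, 20 µM compound, 1% DMSO; measured by: beta-gal luminescence; measure: agonist-driven arrestin binding to APJ; benchmarks: negative DMSO alone, positive Apelin-13 at 10 nM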
The depositor's hits bear a star.

Abbreviations – A = CHOP UPR activ; B = tim23-1 inh; C = TIM10 inh; D = UPR XBP1 act; E = tim10-1 inh; F = CXCR6 inh; G = APJ antagonist; H = Mdm2-MdmX inh; I = APJ agonist
COc1ccc(CNC(=O)c2cccc3c2C(=O)N(CC2CCCO2)C3)cc1 (configuration not stated)
  A: 0.1	B: 10	C: 16	D: 1	E: 22	F: 3	G: 12	H: 18	I: -4

Cc1ccc(NC(=O)N2C3CCCC2CC(NC(=O)C(C)(C)C)C3)cc1 (configuration not stated)
  A: 1.0	B: 3	C: 1	D: -3	E: 2	F: -10	G: 7	H: -9	I: 1

COc1ccccc1CNC(=O)C(=O)NCC1OCCN1S(=O)(=O)c1ccc2c(c1)OCCO2 (configuration not stated)
  A: 1.0	B: -2	C: -14	D: -2	E: -2	F: -3	G: 8	H: -27	I: 3

Cn1cnc(C(=O)N2CCN(c3ccccc3)CC2)c1C(=O)N1CCN(c2ccccc2)CC1
  A: 1.4	B: 3	C: 4	D: -3	E: -3	F: -2	G: -14	H: 3	I: -4

NC(=O)c1ccc(NC(=O)COC(=O)/C=C/c2ccc3c(c2)OCO3)cc1
  A: 6.5	B: 2	C: -3	D: 2	E: 8	F: -10	G: 2	H: 5	I: -4

Cn1nnnc1SCC(=O)Nc1ccc(Br)cc1Cl
  A: 0.4	B: 1	C: -9	D: -1	E: 2	F: 3	G: 12	H: 13	I: -4

COc1cccc(-c2nc(CS(=O)(=O)CC(=O)Nc3cc(F)ccc3F)c(C)o2)c1
  A: -0.1	B: 13	C: -5	D: -1	E: 26	F: 3	G: 1	H: -1	I: 0

N/C(=N\OC(=O)c1cccs1)c1cccc([N+](=O)[O-])c1
  A: 0.7	B: 12	C: 13	D: -1	E: 47*	F: -1	G: -75	H: -4	I: 6

Cc1nc2nc(NC(=O)c3ccco3)[nH]n2c(=O)c1C
  A: 0.9	B: 9	C: -7	D: -2	E: 15	F: -26	G: 11	H: -2	I: 3

Cc1ccc(NC(=O)c2cccs2)cc1S(=O)(=O)Nc1cccc(Cl)c1
  A: -0.8	B: 49	C: 30	D: -2	E: 36	F: 4	G: -10	H: 27	I: 3

Next section
Abbreviations – A = CHOP UPR activ; B = tim23-1 inh; C = TIM10 inh; D = UPR XBP1 act; E = tim10-1 inh; F = CXCR6 inh; G = APJ antagonist; H = Mdm2-MdmX inh; I = APJ agonist
COc1cccc(NC(=O)CN(Cc2ccccc2)S(C)(=O)=O)c1
  A: 1.7	B: 14	C: 11	D: -2	E: 16	F: 6	G: 9	H: -8	I: -2

CCCc1cc(=O)n2[nH]c(NC(=O)c3ccco3)nc2n1
  A: 0.5	B: 1	C: 0	D: -5	E: -13	F: -2	G: 15	H: -13	I: 0

Cc1ccc2c(COC(=O)C34CC5CC(CC(C5)C3)C4)cc(=O)oc2c1
  A: 6.6	B: 10	C: -6	D: 4	E: 17	F: 5	G: -7	H: -107	I: 2

C[C@H](C(=O)O)c1n[nH]c(=O)c2ccccc12
  A: 3.9	B: -21	C: 14	D: -4	E: 12	F: -4	G: 3	H: -12	I: -1

CC1CC(C)(C)CC2(C1)NC(=O)N(CC(=O)NCC(c1ccco1)N1CCCCC1)C2=O (configuration not stated)
  A: -0.1	B: 15	C: 7	D: -1	E: 4	F: 0	G: 4	H: -22	I: 1

CCOc1ccc(S(=O)(=O)Nc2ccc(C(=O)N/N=C(\C)c3ccc(-n4ccnc4)cc3)cc2)cc1
  A: -0.6	B: 6	C: 1	D: 0	E: 7	F: 3	G: 1	H: 13	I: -2

C=CCNc1nc(-c2sc(NC(=O)CC)nc2C)cs1
  A: 3.4	B: 25	C: 18	D: 1	E: 37	F: -6	G: -9	H: 8	I: -2

COc1cccc(NC(=O)CN(c2ccc(C)cc2)S(=O)(=O)c2c(C)nn(C)c2C)c1
  A: 1.7	B: 30	C: 30	D: 4	E: 40	F: -8	G: 15	H: 2	I: -1

NC(=O)CC(NC(=O)c1ccc(Br)cc1)c1ccc(N2CCN(c3ccccn3)CC2)c([N+](=O)[O-])c1 (configuration not stated)
  A: -1.4	B: 7	C: 11	D: 1	E: -4	F: 10	G: 3	H: 18	I: -2

Cc1ccc(-c2csc3nnc(SCC(=O)Nc4cccc(C)n4)n23)cc1
  A: 1.3	B: 9	C: 26	D: 3	E: 21	F: 3	G: 5	H: -1	I: -1

(list continues)
Abbreviations – A = CHOP UPR activ; B = tim23-1 inh; C = TIM10 inh; D = UPR XBP1 act; E = tim10-1 inh; F = CXCR6 inh; G = APJ antagonist; H = Mdm2-MdmX inh; I = APJ agonist
COc1ccc(NC(=O)CSc2nc(-c3ccncc3)nn2CC(=O)N2CCCC2)cc1
  A: -1.4	B: 11	C: 17	D: -1	E: 10	F: 0	G: 3	H: 12	I: -1

CCOC(=O)c1nc(NCc2ccccc2F)c2ccccc2n1
  A: 0.2	B: 7	C: -1	D: -4	E: 36	F: -4	G: 0	H: 2	I: -1

C(=N\Nc1nc2ccccc2[nH]1)/c1ccccc1
  A: 3.6	B: -1	C: 28	D: 2	E: 15	F: -23	G: -5	H: -37	I: -4

CC(C)N1CCc2c(sc(NC(=O)c3ccc(C(=O)c4ccccc4)cc3)c2C(N)=O)C1
  A: -0.6	B: 24	C: 10	D: -6	E: 10	F: 17	G: 23	H: 48	I: -5

O=C(NCCCN1CCOCC1)c1ccc(Sc2ccc(Br)cc2)c([N+](=O)[O-])c1
  A: 2.3	B: 1	C: 21	D: -2	E: -10	F: -1	G: 13	H: -13	I: -1

Cc1ccc(-n2cc(CN3CCN(Cc4nccn4C)CC3)c(-c3ccc(F)cc3)n2)cc1
  A: -0.4	B: 1	C: 5	D: -1	E: 17	F: 4	G: 4	H: 15	I: -1

N#CCc1c(C#N)c(N)nc(N2CCCC2)c1C#N
  A: -1.2	B: 3	C: 5	D: 8	E: 2	F: -11	G: -42	H: 3	I: 10

C=C(C)c1cccc(C(C)(C)NC(=O)Nc2ccc(C)cn2)c1
  A: 0.0	B: 19	C: -7	D: 0	E: -21	F: -2	G: -5	H: 4	I: -7

CCN(CC)S(=O)(=O)c1ccc(C(=O)OCCNC(=O)c2cccnc2)cc1
  A: 1.4	B: 3	C: -13	D: 0	E: 19	F: -5	G: -1	H: -16	I: 0

Cc1ccccc1CSCc1ccc(C(=O)NCCCN2CCOCC2)o1
  A: -1.3	B: 7	C: -26	D: -3	E: 3	F: -2	G: -10	H: -7	I: -1

The list continues:
Abbreviations – A = CHOP UPR activ; B = tim23-1 inh; C = TIM10 inh; D = UPR XBP1 act; E = tim10-1 inh; F = CXCR6 inh; G = APJ antagonist; H = Mdm2-MdmX inh; I = APJ agonist
CC(NC(=O)CSc1ncccn1)c1ccc(Cl)cc1Cl (configuration not stated)
  A: -0.3	B: 17	C: 2	D: 3	E: 27	F: 1	G: -5	H: -10	I: -2

COc1ccc(OC)c(/C=C2\Oc3cc(OCC(=O)N4CC(O)C[C@H]4C(=O)O)ccc3C2=O)c1 (some centres not stated)
  A: 0.2	B: 14	C: 11	D: 2	E: -1	F: 2	G: 1	H: 12	I: -5

CCCCN(C(=O)Cc1ccc2c(c1)OCCO2)c1c(N)n(CC(C)C)c(=O)[nH]c1=O
  A: -0.1	B: -12	C: 4	D: -4	E: 0	F: -4	G: -36	H: 1	I: -7

COc1cccc(C(=O)Nc2nc(-c3ccccc3)c(-c3ccccc3)o2)c1
  A: 0.7	B: -1	C: 12	D: -4	E: 31	F: -2	G: 6	H: 23	I: -3

CCC(C)c1c(O)nc(SCC(=O)N2CCCCC2)[nH]c1=O (configuration not stated)
  A: 0.3	B: 2	C: -13	D: -1	E: 23	F: -12	G: -29	H: 4	I: 1

O=C(CNc1ccccc1Cl)N/N=C1\CCCc2ccccc21
  A: -2.5	B: -21	C: -31	D: -2	E: -36	F: -7	G: -6	H: 12	I: -1

Cc1cc(/C=C(\C#N)C(=O)NCc2ccco2)c(C)n1-c1cccnc1
  A: 2.2	B: 17	C: 4	D: 0	E: 4	F: 7	G: -14	H: -9	I: 4

Cc1ccc(CN2CCC(CNS(=O)(=O)c3ccc(-c4ccc(=O)[nH]n4)s3)CC2)cc1
  A: 1.6	B: -3	C: 12	D: -5	E: 9	F: 8	G: -24	H: 4	I: 1

COc1ccc(S(=O)(=O)N(C)CC(=O)Nc2ccc(F)cc2)cc1
  A: -0.1	B: 13	C: 11	D: -2	E: 5	F: -12	G: 12	H: -9	I: 1

Cc1cc(Nc2ccc3ccccc3c2)n2ncnc2n1
  A: 0.6	B: 33	C: 3	D: 15	E: 32	F: -2	G: 1	H: 42	I: -6

(cont.)
Abbreviations – A = CHOP UPR activ; B = tim23-1 inh; C = TIM10 inh; D = UPR XBP1 act; E = tim10-1 inh; F = CXCR6 inh; G = APJ antagonist; H = Mdm2-MdmX inh; I = APJ agonist
COc1ccc(Nc2nc(C)cc(C)c2C(N)=O)cc1OC
  A: -1.0	B: 10	C: -5	D: -2	E: 4	F: -2	G: 3	H: -7	I: -2

Cc1c([N+](=O)[O-])c(N)nn1C
  A: -1.2	B: -9	C: -14	D: -4	E: -14	F: -5	G: -5	H: 9	I: -3

CC(=O)c1ccc(NC(=O)CSc2nc(C3CC3)nc3ccccc23)cc1
  A: -2.0	B: 19	C: 15	D: -1	E: 18	F: 3	G: 23	H: 64*	I: 0

Brc1ccc(Nc2c3c(nc4ncnn24)CCC3)cc1
  A: 0.1	B: 20	C: 24	D: -2	E: 18	F: 3	G: 11	H: 10	I: -1

Cc1ccc(-c2noc(CN(C)C(=O)c3ccoc3C)n2)cc1
  A: 2.5	B: -8	C: 4	D: -1	E: -13	F: 6	G: 3	H: 5	I: -5

Given field by field: entries from further up
COc1ccc(Nc2nc(C)cc(C)c2C(N)=O)cc1OC
  CHOP UPR activ: -1.0
  tim23-1 inh: 10
  TIM10 inh: -5
  UPR XBP1 act: -2
  tim10-1 inh: 4
  CXCR6 inh: -2
  APJ antagonist: 3
  Mdm2-MdmX inh: -7
  APJ agonist: -2
Cc1c([N+](=O)[O-])c(N)nn1C
  CHOP UPR activ: -1.2
  tim23-1 inh: -9
  TIM10 inh: -14
  UPR XBP1 act: -4
  tim10-1 inh: -14
  CXCR6 inh: -5
  APJ antagonist: -5
  Mdm2-MdmX inh: 9
  APJ agonist: -3
CC(=O)c1ccc(NC(=O)CSc2nc(C3CC3)nc3ccccc23)cc1
  CHOP UPR activ: -2.0
  tim23-1 inh: 19
  TIM10 inh: 15
  UPR XBP1 act: -1
  tim10-1 inh: 18
  CXCR6 inh: 3
  APJ antagonist: 23
  Mdm2-MdmX inh: 64*
  APJ agonist: 0

These rows are one share of the data (hit frequency here may not be typical).
